OX1R antag-1 – blocks the human orexin 1 receptor | OX1R-expressing cells, FRET antagonist read-out | 1.8% of 330,000 active | AID 485270 | inhibition, % at 6.6 µM; in the data active means inhibition mostly above about 38%, no sharp cut-off; inactive means mostly below about 40%;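 further: 0% = agonist challenge alone and 100% = reference antagonist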
Target sequence (O43613 whole entry, looked up): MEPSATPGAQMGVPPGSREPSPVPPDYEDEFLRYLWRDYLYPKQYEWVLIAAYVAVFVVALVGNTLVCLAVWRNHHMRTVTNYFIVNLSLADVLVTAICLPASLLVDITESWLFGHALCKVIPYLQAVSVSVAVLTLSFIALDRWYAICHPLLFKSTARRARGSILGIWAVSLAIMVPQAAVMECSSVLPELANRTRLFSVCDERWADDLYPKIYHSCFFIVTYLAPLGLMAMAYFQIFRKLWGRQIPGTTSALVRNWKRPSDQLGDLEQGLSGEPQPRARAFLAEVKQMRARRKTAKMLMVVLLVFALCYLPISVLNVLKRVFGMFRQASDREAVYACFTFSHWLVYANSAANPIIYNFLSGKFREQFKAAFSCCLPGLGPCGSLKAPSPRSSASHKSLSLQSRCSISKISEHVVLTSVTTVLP
CHT allo act – human CHT allosteric activation | Q9GZV3 | CHT-expressing cells, membrane potential dye, choline EC20; active compounds read high; LV-AA mutant CHT in HEK293 cells | B-score at 10 µM | 0.49% of 310,000 active | AID 488977;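 active means initial fluorescence not abnormally high and integrated response B-score, plate-corrected, over 3 SD above library mean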
Target sequence (Q9GZV3 whole entry, looked up): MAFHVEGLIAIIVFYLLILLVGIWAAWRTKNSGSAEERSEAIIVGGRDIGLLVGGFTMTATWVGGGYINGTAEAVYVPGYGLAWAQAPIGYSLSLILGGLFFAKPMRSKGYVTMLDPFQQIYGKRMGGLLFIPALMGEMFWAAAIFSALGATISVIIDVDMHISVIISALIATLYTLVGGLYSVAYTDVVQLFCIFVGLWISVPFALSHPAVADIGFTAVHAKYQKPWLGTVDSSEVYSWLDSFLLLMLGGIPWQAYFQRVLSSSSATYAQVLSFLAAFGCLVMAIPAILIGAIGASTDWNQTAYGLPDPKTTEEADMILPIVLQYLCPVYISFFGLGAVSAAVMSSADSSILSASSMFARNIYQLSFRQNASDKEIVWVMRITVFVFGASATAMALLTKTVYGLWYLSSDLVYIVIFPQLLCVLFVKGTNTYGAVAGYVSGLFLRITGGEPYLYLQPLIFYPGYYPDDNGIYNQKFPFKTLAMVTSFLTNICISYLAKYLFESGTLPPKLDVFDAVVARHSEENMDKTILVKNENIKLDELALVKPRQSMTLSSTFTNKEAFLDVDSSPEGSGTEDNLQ
OX1R antag-2 – human HCRTR1 antagonism; O43613; CHO/OX1R cells, Fluo-8 calcium fluorescence, orexin A; inhibition, % at 5 µM; 0.43% of 330,000 active; AID 434989;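 active means inhibition above its plate's threshold, mean inhibition of all tested compounds on the plate plus 3 SD, cut at about 37% in these data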;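 further: 0% = orexin A challenge wells and 100% = SB-334867-A antagonist wells; not every result past the cut was called active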
Active calls of the source: *; i = inactive; / = no result given; & = joins results of further samples.

Value order – OX1R antag-1, CHT allo act, OX1R antag-2
#1 CC1(C)Cc2c(sc(NC(=O)C3CC(Cl)=CCC3C(=O)O)c2C#N)CO1 (centres undefined)
→ 8, i, 12
#2 C[C@@]12CCC=C[C@H]1[C@H](c1ccc3ccccc3c1)N(Cc1ccccc1)C2=O
→ 46, i, -1
#3 CC(C)(C)NC(=O)Cn1ccc(=N)c2ccccc21
→ -2, i, -10
#4 O=C(COC(=O)c1cc(Cl)ccc1O)NCCC1=CCCCC1
→ 19, i, -14
#5 COc1ccc(CN2CCN(C(=O)c3cccs3)CC2)c(OC)c1OC
→ 3, i, -12
#6 CC(C)C(=O)c1ccc(O)c(O)c1
→ 3, i, 6
#7 CC(=O)C1=C(O)C(=O)N(c2ccccn2)C1c1ccc(Cl)cc1 (centres undefined)
→ 8, i, -11
#8 CC(OC(=O)CNC(=O)c1ccco1)C(=O)Nc1ccc(Cl)cn1 (centres undefined)
→ 19, i, -9
#9 Cc1cc(C)n2nc(C(=O)N/N=C/c3ccccc3C)nc2n1
→ 16, i, 2
#10 Cc1cc(Cl)ccc1OCC(=O)N1C(C)CCCC1C (centres undefined)
→ 15, i, -10
#11 C=CCn1c(SCC(=O)NCC2CCCO2)nc2scc(-c3ccccc3)c2c1=O (centres undefined)
→ 7, i, -24
#12 NC(N)=NS(=O)(=O)c1ccc(NC(=S)NC(=O)c2ccncc2)cc1
→ 26, i, -4
#13 CCCC(=O)NC(c1ccc(C(C)C)cc1)c1ccc2cccnc2c1O (centres undefined)
→ 29, i, -26
#14 CC(C)Oc1ccc(S(=O)(=O)N2CCOCC2)cc1NC(=O)Cc1c(F)cccc1Cl
→ 21, i, -20
#15 N#CC1=C(SCC(=O)NC23CC4CC(CC(C4)C2)C3)NC(=O)C(C#N)C12CCCCC2 (centres undefined)
→ 11, i, -2
#16 CC(C)C[C@@]12C(=O)N(c3cccc(Cl)c3)C(=O)N1[C@H](c1ccc(F)cc1)[C@@H]1C(=O)N(C3CCCCC3)C(=O)[C@@H]12
→ 17, i, -43
#17 Cc1ccc(O)c(NC(=O)c2noc3c2CCc2ccccc2-3)c1
→ 67, i, 31
#18 O=C1CCCC(O)=C1N=Nc1c(Cl)cc(C(F)(F)F)cc1Cl
→ 5, i, -15
#19 CC(OC(=O)CCCN=C1NS(=O)(=O)c2ccccc21)C(=O)Nc1ccccc1F (centres undefined)
→ 12, i, -6
#20 COc1ccc(C2CC(=O)N(CC(=O)NCC3CCCO3)c3ccccc3S2)cc1OC (centres undefined)
→ 7, i, -10
#21 COc1cc(C=Nc2cccc(C)c2)c(O)c([N+](=O)[O-])c1
→ 33, i, 12
#22 CC[C@H](C)/C=C(C)/C=C/C1=CC2=CC(=O)[C@]3(C)OC(=O)[C@@H](C(C)=O)[C@@H]3C2=CO1
→ 22, i, -5
#23 CCOc1ccccc1NC(=S)NC(=O)C1CC1
→ 30, i, -3
#24 CCCSC1=C(C#N)C(c2cc(OC)ccc2OC)CC(=O)N1 (centres undefined)
→ 8, i, -16
#25 CN1CCN(c2ccc(C(=O)c3ccccc3)cc2[N+](=O)[O-])CC1
→ 36, i, -27
#26 C/C=C/c1ccc(OCCCNC2CCCC2)c(OC)c1
→ -10, i, -32
#27 CCn1c(C(C)NC(=O)c2cccc(C)c2)nc2ccccc21 (centres undefined)
→ 12, i, -8
#28 CCOc1ccc(N=C2NC(=O)C(CC(=O)O)S2)cc1 (centres undefined)
→ 36, i, 2
#29 COC(=O)CCCC(=O)N1CCC(CCC(=O)NCc2ccc(F)cc2)CC1
→ 16, i, -12
#30 O=C(CSc1c(F)c(F)cc(F)c1F)Nc1ccc(C2SCCS2)cc1
→ 25, i, 4
#31 CC(C)OCCCNC(=O)c1ccc2c(=O)n(Cc3ccc4c(c3)OCO4)c(=S)[nH]c2c1
→ 5, i, -22
#32 CNC(=O)CCC(=O)Nc1ccc(C)cc1
→ 11, i, -9
#33 CCOC(=O)c1c(-c2ccccc2)oc2ccc(OCC(=O)NN)cc12
→ 8, i, -36
#34 OCc1ccnc2c(O)cccc12
→ 25, i, -15
#35 CN(Cc1ccco1)C(=O)c1ccc(N2CCCC2=O)cc1
→ 16, i, 1
#36 CCN(CC)S(=O)(=O)c1cccc(NC(=O)CNC2CCCCCC2)c1
→ 9, i, -18
#37 Cc1cccc(OCC(=O)Nc2ccc(N3CCN(S(C)(=O)=O)CC3)cc2)c1C
→ 15, i, -10
#38 CSc1ccc(C#N)cc1NC(=O)c1cccc(Cl)c1
→ 28, i, -26
#39 Nc1cc(S(=O)(=O)Nc2ccccc2Cl)ccc1N1CCCC1
→ 3, i, -7
#40 O=C1c2ccccc2NC(c2ccccn2)N1c1ccccc1F (centres undefined)
→ 3, i, -19
#41 O=C(CSc1nnc(CCCO)n1-c1ccccc1)Nc1nccs1
→ 5, i, 1
#42 COc1ccc(/C(C)=N/NC(=O)c2ccncc2)cc1[N+](=O)[O-]
→ 20, i, 3
#43 O=C(CN(CC1CCCO1)S(=O)(=O)c1ccc(S(=O)(=O)NCC2CCCO2)cc1)Nc1ccccc1 (centres undefined)
→ 12, i, -27
#44 O=C(NNS(=O)(=O)c1ccccc1F)c1cc(-c2ccccc2)n[nH]1
→ 3, i, -13
#45 O=C(CNC(=O)C1CCCCC1)NC1=NCCS1
→ 3, i, 8
#46 COc1ccccc1Cn1c(=O)c2ccccc2n2c(SCc3csc(C)n3)nnc12
→ 25, i, -58
#47 Cc1ccc(CSCCNC(=O)CN2C(=O)c3ccccc3S2(=O)=O)cc1
→ 17, i, -29
#48 Cc1cc(CNC(=O)COc2ccc(C)c(C)c2)c2ccccc2n1
→ 50, i, 6
#49 COc1cc2c(cc1OC)C(CCc1ccccc1)=NCC2
→ 6, i, -21
#50 Cc1cc(C(=O)N/N=C/c2ccc3c(c2)OCO3)c2ccccc2n1
→ 5, i, -19
#51 Cc1ncsc1CCOC(=O)c1cccc([N+](=O)[O-])c1
→ 33&18, i, -1&-5
#52 COc1ccccc1N1CC(C(=O)Nc2nnc(SCC(=O)N3CCOCC3)s2)CC1=O (centres undefined)
→ 13, i, -14
#53 CSc1nc(N(C)NC(=O)c2ccc(F)cc2)c2ccccc2n1
→ 13, i, -22
#54 CC(C)Cc1n[nH]c(=O)[nH]1
→ -3, i, 8
#55 COCCOc1ccc(C(F)(F)F)cc1NC(=O)CN1C(=O)NC2(CCc3ccccc32)C1=O (centres undefined)
→ 18, i, -34
#56 COc1ccccc1Oc1ccc2c(c1)C(=O)N(CC1CCCO1)C2=O (centres undefined)
→ 5, i, -19
#57 O=C(NCCS(=O)(=O)NCCc1ccccc1)c1ccc2c(c1)OCO2
→ 13, i, -13
#58 O=C(Nc1ccc(Cl)cc1C(F)(F)F)c1ccccc1Cl
→ 16, i, -8
#59 O=c1cc(-c2ccccc2)nc2nc(-c3ccccc3)[nH]n12
→ 10, i, -18
#60 CC(C)CN(CC(C)C)C1=N/C(=C\c2ccco2)C(=O)N1c1ccccc1
→ 12, i, -16

Exported with bars between the fields: 4 of the compounds above.
No. | smiles | OX1R antag-1 | CHT allo act | OX1R antag-2
29 | COC(=O)CCCC(=O)N1CCC(CCC(=O)NCc2ccc(F)cc2)CC1 | 16 | i | -12
30 | O=C(CSc1c(F)c(F)cc(F)c1F)Nc1ccc(C2SCCS2)cc1 | 25 | i | 4
31 | CC(C)OCCCNC(=O)c1ccc2c(=O)n(Cc3ccc4c(c3)OCO4)c(=S)[nH]c2c1 | 5 | i | -22
32 | CNC(=O)CCC(=O)Nc1ccc(C)cc1 | 11 | i | -9

Quoted from the listing.
Value for entry 9 in OX1R antag-1: 16
Value for entry 21 in OX1R antag-2: 12
Value for entry 34 in OX1R antag-1: 25
Value for entry 39 in OX1R antag-1: 3

(listing goes on)
Value order – OX1R antag-1, CHT allo act, OX1R antag-2
#61 CCn1c(CNc2ccc(F)cc2)nnc1SCC(=O)Nc1ccc(OC)cc1OC
→ 5, i, -25
#62 Cn1nc(C(F)(F)F)c(C(=O)Nc2ccc(F)cc2F)c1Oc1cccc(Cl)c1
→ 11, i, -29
#63 Cc1ccc(C)c(OCCC(=O)Nc2ccc(S(=O)(=O)N3CCCC3)cc2)c1
→ -2, /, -31
#64 COc1ccc(CCNC(=O)CN(c2ccc(OC)c(OC)c2)S(=O)(=O)c2ccc(C)cc2)cc1
→ 9, i, -28
#65 O=C(c1ccccc1)c1cnc(-c2ccccc2)s1
→ 13, i, -9
#66 COCCN1C(=O)N[C@@H](c2cccc(F)c2)C(C(C)=O)=C1C
→ 17, i, -14
#67 CC(C)Cn1c(N)c(C(=O)COC(=O)C2CC(=O)N(Cc3ccccc3Cl)C2)c(=O)n(C)c1=O (centres undefined)
→ 14, i, -6
#68 CCOC(=O)c1ccc(S(=O)(=O)N2CCN(C(=O)C3CSC4(C)CCC(=O)N34)CC2)cc1 (centres undefined)
→ -2, /, -32
#69 CCc1nc(N)c(C#N)c(-c2ccc(F)cc2)c1C
→ 22, i, -13
#70 Cc1cccc(Nc2nnc(SCC(=O)c3c(N)n(C4CC4)c(=O)[nH]c3=O)s2)c1
→ -2, /, 7
#71 O=C(COC(=O)C1CCN(c2ccc(C(F)(F)F)cn2)CC1)NCc1ccccc1
→ 7, /, -19
#72 Cn1cc(-c2nc3ccccc3[nH]2)c2ccccc21
→ 63, i, -19
#73 O=C(Cc1ccccc1F)NCC(=O)Nc1ccccc1Br
→ 13, i, -18
#74 O=C(CCCSc1nc(-c2ccco2)cc(C(F)(F)F)n1)NCc1cccs1
→ 19, i, -38
#75 CCC(CC)C(=O)Nc1nnc(SCC(=O)N2CCN(c3ccccc3OC)CC2)s1
→ 25, i, -34
#76 CCNc1nc(Oc2ccc(=O)n(C)n2)nc(N2CCOCC2)n1
→ 3, i, -1
#77 CCOc1ccccc1Nc1nc(-c2sc(NC(=O)c3ccc([N+](=O)[O-])cc3)nc2C)cs1
→ 31, i, -33
#78 COc1ccccc1NC(=O)Nc1ccc(Br)cn1
→ 10, i, -21
#79 O=C(NCc1ccncc1)C(=O)N/N=C/c1cccnc1
→ 19, i, -15
#80 Cc1nn(Cc2ccccc2)c(C)c1C(=O)NCC(c1cccs1)N1CCOCC1 (centres undefined)
→ 10, i, -11
#81 Cc1cc(=O)[nH]c(-c2ccccc2OC(F)(F)F)n1
→ 4, i, -8
#82 COc1cc(C(=O)Nc2cccc(-n3cnnn3)c2)cc(OC)c1OC
→ 28, i, -15
#83 CCCCn1c(SCC(=O)Nc2cccc(OC)c2)nc2ccc(N3CCOCC3)cc2c1=O
→ 12, i, -12
#84 O=C(CN(C(=O)CCC(=O)Nc1nccs1)c1ccc(F)cc1)NCCc1ccccc1
→ 41, i, -23
#85 Cc1cc(-c2nnco2)c(C)n1-c1ccccc1
→ 12, i, -8
#86 Cc1ccc(Cl)cc1N1CCN(C(c2cccnc2)c2nnnn2C2CCCCC2)CC1 (centres undefined)
→ 15, i, -14
#87 O=C(/C=C/c1ccccc1)N1CCC[C@H]1CO
→ 18, i, -15
#88 COCc1nnc(NC(=O)c2ccc(S(=O)(=O)N3CCCCCC3)cc2)o1
→ 16, i, -8
#89 O=C(/C=C/c1ccc(Cl)cc1)NC(=S)Nc1ccc(NC(=O)c2ccco2)cc1
→ 27, i, -10
#90 Cn1cc(S(=O)(=O)Oc2ccccc2)c(=O)n(C)c1=O
→ 9, i, -5
#91 Cc1ccc(S(=O)(=O)Cn2nnnc2C(C(C)C)N2CCc3ccccc3C2)cc1 (centres undefined)
→ 4, i, -30
#92 O=C(CN1C(=O)NC(Cc2ccccc2)C1=O)NC(=O)NC1CCCCC1 (centres undefined)
→ 4, i, -19
#93 O=C1NC(=O)C(CC(=O)N(Cc2cccs2)C2(C(=O)NC3CCCCC3)CCCCC2)N1 (centres undefined)
→ 21, i, -16
#94 COc1ccc(C(=O)NC2CC3CCCC(C2)N3Cc2ccccc2)cc1OC (centres undefined)
→ 3, i, -21
#95 Cc1nn(CC(=O)NC(C)CCc2ccccc2)c(=O)c2nn(-c3ccccc3)c(C)c12 (centres undefined)
→ 10, i, -8
#96 CC(=O)Nc1ccc(C(=O)CN2C(=O)NC3(CCOc4ccccc43)C2=O)c(F)c1 (centres undefined)
→ 0, /, -6
#97 O=C(O)c1cc(N/N=C/c2c[nH]c3ccccc23)ccc1Cl
→ 21, i, -13
#98 CCOC(=O)C1=C(C)Nc2nc3ccccc3n2C1c1ccncc1 (centres undefined)
→ 15, i, -17
#99 COc1cccc(NC(=O)[C@@H](NC(=O)N2CCn3c2nc2ccccc23)C(C)C)c1
→ 25, i, 1
#100 Cc1cc(C(=O)COC(=O)c2ccccc2O)c(C)n1CC1CCCO1 (centres undefined)
→ 6, /, 6
#101 O=C(Nc1ccc(Cl)cc1)N(Cc1nnc2n1CCCCC2)c1ccccc1
→ 6, i, 10
#102 COc1cccc(Cn2cnc3c(sc4nc(C)cc(C)c43)c2=O)c1
→ 25, i, -30
#103 COc1cc(OC)cc(C(=O)N2CCN(C(=O)c3cccs3)CC2)c1
→ 21, i, -16
#104 CC(C)Oc1ccc(C(=O)Nc2ccc(C(F)(F)F)n(C)c2=O)cc1
→ 10, i, -27
#105 COc1ccc(-c2noc(C3CCCN(C(=O)c4ccccc4OC)C3)n2)cc1OC (centres undefined)
→ 22, i, -24
#106 O=C(Nc1ccc(S(=O)(=O)N2CCCC2)cc1)c1c(F)cccc1F
→ 16, i, -7

Three compounds out of the list, sorted by molecular weight, falling:
Value order – OX1R antag-1, CHT allo act, OX1R antag-2
#46 COc1ccccc1Cn1c(=O)c2ccccc2n2c(SCc3csc(C)n3)nnc12
→ 25, i, -58
#91 Cc1ccc(S(=O)(=O)Cn2nnnc2C(C(C)C)N2CCc3ccccc3C2)cc1 (centres undefined)
→ 4, i, -30
#24 CCCSC1=C(C#N)C(c2cc(OC)ccc2OC)CC(=O)N1 (centres undefined)
→ 8, i, -16

Assay outcomes deposited in PubChem by several laboratories.
